TRHR PAM: TRH receptor (human) allosteric enhancement. P34981. TRHR cells, fluo-8 calcium fluorescence, EC20 TRH enhancement. enhancement, % at 2 µM. 360,000 tested, 0.66% active. AID 493056; in the data active = enhancement above about 30%; also: 0% is about no effect
Target sequence (P34981 whole entry, looked up): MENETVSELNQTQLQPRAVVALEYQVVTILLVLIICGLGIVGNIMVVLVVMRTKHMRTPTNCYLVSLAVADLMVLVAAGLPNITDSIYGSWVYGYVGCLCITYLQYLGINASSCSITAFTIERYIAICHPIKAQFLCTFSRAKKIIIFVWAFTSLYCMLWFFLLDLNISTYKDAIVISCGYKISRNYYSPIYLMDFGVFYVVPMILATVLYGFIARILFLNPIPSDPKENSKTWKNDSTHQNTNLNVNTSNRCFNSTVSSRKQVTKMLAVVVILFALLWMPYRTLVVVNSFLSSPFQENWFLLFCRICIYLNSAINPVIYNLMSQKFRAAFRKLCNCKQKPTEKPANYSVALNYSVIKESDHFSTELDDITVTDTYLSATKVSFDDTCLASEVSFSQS
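Enhancer read-out: after compound pinning and an initial kinetic agonist-mode read, an EC20 of TRH (10 nM final) was injected and fluo-8 calcium signal (Ex 480/Em 530) followed at 1 s/cycle for 100 cycles in TRHR-expressing cells.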
RXFP1 agonist: RXFP1 (human) receptor agonism | Q9HBX9 | HEK293T-RXFP1 cAMP TR-FRET, 30 min; response scale: percent of porcine relaxin response, buffer zero | Potency, µM (series often up to 57.5 µM), without a hit: top-dose activation, hits mostly activators | 370,000 tested, 0.3% active; also: potency is read from the fitted curve at half-maximal effect; % is scaled to controls: 0 for no effect and ±100 for the full control effect; nearly all actives have a fitted effect of over 60% in size; many of its hits are not listed in these tables
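cAMP rise read by TR-FRET after 30 min, 37C compound exposure (up to 58 uM) in RXFP1-transfected HEK293 cells with Ro 20174 present. EC50 from Hill-equation fits, with 29 nM porcine relaxin as 100% and buffer as basal.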
D1 antag: blocks dopamine activation of the human D1 receptor | AID 504652 | activity change, negative = inhibition, % at 10 µM | P21728 | 360,000 tested, 3.2% active | HEK293 TREx D1 cells, calcium flux, dopamine EC80; hits give low values; in the data active = activity change below about -30%; also: % is scaled to controls: 0 for no effect and ±100 for the full control effect
Target sequence (P21728 whole entry, looked up): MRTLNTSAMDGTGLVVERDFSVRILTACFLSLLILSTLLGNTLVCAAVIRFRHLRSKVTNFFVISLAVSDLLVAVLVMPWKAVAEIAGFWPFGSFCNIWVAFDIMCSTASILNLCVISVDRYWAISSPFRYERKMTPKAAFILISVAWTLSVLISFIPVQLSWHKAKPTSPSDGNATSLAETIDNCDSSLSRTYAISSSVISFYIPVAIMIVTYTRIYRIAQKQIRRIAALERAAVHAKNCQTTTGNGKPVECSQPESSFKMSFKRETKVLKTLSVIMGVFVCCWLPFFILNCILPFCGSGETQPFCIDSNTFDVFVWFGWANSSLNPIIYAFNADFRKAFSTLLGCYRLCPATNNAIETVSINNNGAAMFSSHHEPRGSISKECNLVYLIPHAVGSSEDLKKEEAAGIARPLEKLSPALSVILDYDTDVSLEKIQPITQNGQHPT
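Tetracycline-induced HEK293 T-REx cells with force-coupled D1 receptor were loaded with a no-wash calcium dye. Compound was added after a 10 s baseline and read kinetically for 180 s; EC80 dopamine was then added and calcium flux followed another 180 s.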
Anesthetic bind: candidate novel general anesthetic via apoferritin binding; Potency, µM (titrated, usually from 77.5 µM), inactives show top-dose activity change, negative = displacement, actives largely listed as inhibitors; apoferritin/1-aminoanthracene competitive binding, fluorescence; P02791; 350,000 tested, 0.074% active; also: potency is read from the fitted curve at half-maximal effect; % is scaled to controls: 0 for no effect and ±100 for the full control effect; nearly all actives have a fitted effect of over 20% in size
Target sequence (P02791 2-175 limits assumed): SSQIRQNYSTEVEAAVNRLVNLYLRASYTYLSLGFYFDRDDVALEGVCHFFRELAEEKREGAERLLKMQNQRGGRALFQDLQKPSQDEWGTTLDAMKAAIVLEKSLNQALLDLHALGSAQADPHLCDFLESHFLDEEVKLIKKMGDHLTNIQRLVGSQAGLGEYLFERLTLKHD
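Concentration-response curves derived by four-parameter Hill fitting of normalized fluorescence, where compounds displaced 1-AMA from 10 uM horse apoferritin following a brief 10 min room-temperature incubation; propofol titration acted as positive control.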
D1 ag: human D1 receptor agonism. P21728. HEK293 T-REx D1 cells, calcium flux, agonist mode. activation, % at 2 µM. 360,000 tested, 1% active. AID 504660; in the data active = activation above about 30%; also: 0% is about no effect
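Inducible HEK293 T-REx D1 cells, force-coupled to calcium signalling, were plated at 4000 cells/well with tetracycline and held overnight at 30 C. After no-wash calcium dye loading, compound-evoked calcium rise over 180 s flagged agonists.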
TRHR agonist: agonists of human TRH receptor; 360,000 tested, 0.18% active; TRHR cells, calcium flux fluo-8, FDSS agonist mode; activation, % at 2 µM; in the data active = activation above about 30%; also: 0% is about no effect
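Steps: seed TRHR cells overnight; add fluo-8 no-wash Ca dye, RT 30 min–1.5 h; record 10 s baseline; pin-transfer compounds; monitor fluorescence 1 cycle/s for the agonist window. Calcium increases flag candidate agonists.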
D2 PAM: D2 dopamine receptor (human) potentiation; HEK293 T-REx D2, calcium flux, EC20 dopamine potentiation; potentiation, % at 10 µM; 340,000 tested, 0.34% active;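 active = potentiation over 3 SD above the plate norm, cut at about 30% in these data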; also: 0% is about no effect
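Using a no-wash calcium dye in inducible, force-coupled HEK293 Trex cells expressing D2, we tracked fluorescence each second for 180 s after compound, then for 180 s after EC20 dopamine to detect augmented signalling.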
D1 PAM: potentiators of human D1 dopamine receptor | P21728 | 360,000 tested, 0.036% active | HEK293 TREx D1 cells, calcium flux, dopamine EC20 potentiation | AID 504651 | potentiation, % at 10 µM; in the data active = potentiation above about 30%; also: 0% is about no effect
RXFP1 antagonist: blocks the human relaxin receptor RXFP1; Q9HBX9; activity change, negative = inhibition, % at 57.5 µM; AID 1259400; 350,000 tested, 0.59% active; HEK293-RXFP1, relaxin-stimulated cAMP HTRF, 30 min; hits give low values;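 active = activity change of -60% or lower, but not beyond a set lower limit; inconclusive = change between -60% and -40%, or beyond the set limit; inactive = change above -40%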; also: % is scaled to controls: 0 for no effect and ±100 for the full control effect
An asterisk follows results filed as active; ? = inconclusive; . = no result given; & = joins results of further samples; [ ] = another dose, or the depositor's remark. Unless noted, calls follow the shape of the dose curve; as a rule, active = well fitted curve in the direction sought with a large enough effect; inconclusive = small, poorly fitted or top-dose-only effect, or another doubt; inactive = no such curve, though single readings can be large; an effect the other way counts as inactive or inconclusive.

SMILES	TRHR PAM	RXFP1 agonist	D1 antag	Anesthetic bind	D1 ag	TRHR agonist	D2 PAM	D1 PAM	RXFP1 antagonist
CCOc1ccc(-c2c(C)nn3c(C)c(C(=O)NCC(C)c4ccccc4)cnc23)cc1OCC (stereo not given)	-7	-1.0%	-6	-14%	5	0.7	22	-7	2
CCOC(=O)NC(=O)CSc1cc(C)c2cc(C)cc(C)c2n1	-1	14%	20	-17%	2	1.2	-5	15	-10
COc1ccc(CCNC(=O)c2cc(=O)c3c(C)cc(C)cc3o2)cc1OC	-6	0.9%	-12	-2%	5	-0.7	-15	-1	-6
COc1ccc(S(=O)(=O)N2CCN(C)CC2)cc1C	-1	0.5%	3	-2%	0	-0.3	-3	.	-1
COc1ccc([C@@H](NC(=O)OC(C)(C)C)C(=O)OC(C)(C)C)cc1	11	0.0%	-27	.	-1	-0.5	6	5	.
CCc1nnc(NC(=O)CN2CCN(c3cccc(OC)c3)CC2)s1	-2	-0.9%	-9	1%	0	0.1	0	1	-8
CCOc1cc(/C=C/c2nc3cc(C)c(C)cc3s2)ccc1OCC(=O)N1CCOCC1	-3	4.7%	15	-4%	4	0.3	5	-2	4
O=C(NC1CCCC1)C(c1cccs1)N(C(=O)c1csnn1)c1ccccc1F (stereo not given)	-4	-0.7%	1	-13%	1	0.1	8	-4	-10
CCOC(=O)C1CCN(Cc2cc(Cl)c3ccccc3c2O)CC1	-2	0.0%	8	-10%	3	1.5	-4	-9	-29
COc1ccc(NC(=O)NCCc2ccc(Cl)cc2)cc1OC	-3	-0.4%	-3	-16%	0	-2.3	-8	6	-3
CCOc1cccc(-c2c(C(=O)N/N=C/c3cccs3)nnn2-c2nonc2N)c1	22	-1.1%	51	-20%	30*	1.3	14	10	4
Cc1ccc2nc(-c3cccc(NC(=O)c4cccc5c(Cl)cccc45)c3)oc2c1	4	1.3%	5	0%	1	-4.8	11	-3	-2
COc1ccc(S(=O)(=O)N2CCC3(CC2)OCCN3S(=O)(=O)c2cccs2)cc1	-8	1.9%	-7	.	5	0.7	6	-4	6
Cn1cnc([N+](=O)[O-])c1Sc1ccc(C(C)(C)C)cc1	-6	1.2%	-1	-20%	35*	2.3	1	2	12
CC(=O)OCCCCON1C(=O)c2ccccc2C1=O	-5	3.0%	2	-8%	4	0.4	1	-2	9
Cc1cccc2c(C(=O)N3CCN(c4ccccc4)CC3)cc(-c3ccncc3)nc12	2	-1.3%	45	-22%	3	-0.4	-2	4	4
COc1cccc(CNC(=O)CCNC(=O)c2ccccc2OC)c1	5	-0.3%	-7	-1%	2	1.4	-7	4	0
CCC(C)N1CCC(Oc2ccc(C(=O)NCc3ccccn3)cc2)CC1 (stereo not given)	0	-2.9%	0	-3%	9	-0.8	-8	0	-6
Cc1ccc2[nH]c3c(=O)n(CCCN4CCN(C)CC4)cnc3c2c1	-6&-3	0.6%&-0.2%	-8&18	-15%&-2%	0&1	-0.1&-0.5	22&-6	-4&-2	-9
Cc1ccccc1CSCC(=O)c1c(N)n(C)c(=O)n(C)c1=O	4	0.0%	-5	6%	1	0.0	15	-5	20
Cc1[nH]c2ccccc2c(=O)c1CN1CCCCCC1	-8	-0.4%	-6	-5%	2	-0.1	-1	2	11
COC(=O)C1=C(C)NC2=C(C(=O)CCC2)C1c1ccsc1 (stereo not given)	16	1.9%	-3	-7%	1	-0.1	-5	-4	.
CCOC(=O)C(c1ccccc1)C(Nc1cc(C(F)(F)F)cc(C(F)(F)F)c1)c1ccccn1 (stereo not given)	-1	1.4%	-11	-10%	2	1.1	-3	-2	-12
Cc1cc(C)nc(NC(=O)c2c(-c3c(Cl)cccc3Cl)noc2C)n1	15	-0.7%	13	-9%	-1	0.3	-2	-4	-21
O=C(CSc1ncn[nH]1)N1CCN(S(=O)(=O)c2ccccc2)CC1	-15	0.3%	0	-15%	0	0.3	-11	-2	3
COc1cccc2sc(N(CCCN(C)C)C(=O)c3sc4ccccc4c3Cl)nc12	10	8.3%	-73*	-7%	4	1.8	-9	-11	.
Cc1cc(C(=O)NC(=S)Nc2ccccc2N2CCOCC2)ccc1[N+](=O)[O-]	4	4.6%	0	3%	1	0.1	6	-1	9
CSc1nc2ncnc(N)c2[nH]1	-6	5.6%	-6	1%	1	0.5	0	-1	-3
Cc1ccc2cc(CN(Cc3ccco3)C(=O)NCc3ccccc3)c(=O)[nH]c2c1C	-2	2.3%	2	7%	5	-0.7	3	-3	-2
COC(=O)c1sccc1NC(=O)/C=C\c1ccc(Cl)cc1Cl	7	0.8%	6	?	1	-0.8	6	2	-8
O=C(Nn1c(O)c(C=C2N=c3ccccc3=N2)sc1=S)c1cccc(Cl)c1	-11	2.0%	-13	?	1	2.4	-3	-3	-10
Cc1ccc(O)c(NC(=O)c2cc(-c3ccc(F)cc3)no2)c1	-8	1.2%	-5	?	-1	-0.8	8	-5	-3
O=C(Nc1nc2ccccc2s1)c1ccc2c(c1)OCO2	10	-0.3%	3	-1%	1	-0.5	-16	-3	-5
CCn1cc([N+](=O)[O-])c(C(=O)N2CCCc3ccccc32)n1	1	-0.6%	1	?	0	0.2	8	2	3
COc1ccc(-n2ncc3c(NCCC4=CCCCC4)ncnc32)cc1	-2	3.3%	-2	6%	0	0.8	18	0	-5
CCC(=O)c1c(NC(C)C)cc(C)oc1=O	7	-5.1%	-2	-1%	-2	-0.3	-6	2	10
CCCN(CC(=O)Nc1ccccc1C)C(=O)c1ccc(=O)n(Cc2ccccc2)n1	-2	0.7%	9	.	3	0.0	-8	1	.
O=C(N/N=C/c1ccnc2ccccc12)c1ccccc1O	10	-0.1%	0	0%	5	0.2	-2	-7	-4
Cc1cc(C)cc(NC(=O)CSc2nc3nc(C)cc(C)c3c(=O)[nH]2)c1	-3	2.3%	-5	.	2	0.0	-2	4	-3
COc1ccc(OCC(=O)OCC(=O)Nc2ccc3[nH]c(=O)[nH]c3c2)cc1	8	1.2%	8	.	1	-0.1	15	7	-14
Cc1cccc(CN2C(=O)c3ccccc3Sc3ccc(C(=O)N4CCCC4)cc32)c1	-13	3.2%	9	-14%	-1	-0.4	11	2	-112*
O=Nc1ccc(NOC(=O)c2ccccc2)cc1	-3	-0.4%	-1	0%	1	-0.4	14	1	-11
Cc1onc(-c2ccccc2)c1C(=O)Nc1nnc(N2CCCCCC2)s1	5	-1.5%	76	3%	14	-0.7	9	2	.
Cc1nnc(SCc2cc(=O)[nH]c(=S)[nH]2)s1	0	5.8%	0	-6%	3	-0.6	1	-2	24
Cc1cc(OCC(=O)Nc2ccc(S(=O)(=O)N3CCN(C)CC3)cc2)ccc1Cl	-1	-0.7%	34	?	1	0.1	0	0	1
O=C1CCC(C(=O)Nc2cccc(Br)c2)N1 (stereo not given)	4	0.8%	-6	14%	6	0.4	2	-1	1
O=C(c1cccc(-c2nnc(-c3ccccc3)o2)c1)N1CCCCC1	-6	0.3%	2	6%	7	-1.5	.	-4	1
Cc1ccc(S(=O)(=O)N(C)CC(=O)N2CCc3ccccc32)cc1	9	1.2%	-4	2%	-1	-0.5	-10	-1	-12

Full records as entered above. Values in the order: TRHR PAM	RXFP1 agonist	D1 antag	Anesthetic bind	D1 ag	TRHR agonist	D2 PAM	D1 PAM	RXFP1 antagonist
Results for `Cc1cc(C)cc(NC(=O)CSc2nc3nc(C)cc(C)c3c(=O)[nH]2)c1` → -3	2.3%	-5	.	2	0.0	-2	4	-3
Results for `Cc1cccc(CN2C(=O)c3ccccc3Sc3ccc(C(=O)N4CCCC4)cc32)c1` → -13	3.2%	9	-14%	-1	-0.4	11	2	-112*
Results for `O=C(Nn1c(O)c(C=C2N=c3ccccc3=N2)sc1=S)c1cccc(Cl)c1` → -11	2.0%	-13	?	1	2.4	-3	-3	-10

(list continues)
SMILES	TRHR PAM	RXFP1 agonist	D1 antag	Anesthetic bind	D1 ag	TRHR agonist	D2 PAM	D1 PAM	RXFP1 antagonist
COc1cccc(C(=O)Nn2cnnc2)c1	-1	0.8%	-7	-7%	2	-0.3	-8	-7	-6
COc1cccc(NC(=O)CSc2ncnc3c2cnn3Cc2ccccc2)c1	3	0.5%	.	-16%	14	0.5	10	-1	4
O=C(O)CCc1ccc(-c2ccc(Cl)cc2)n1-c1cccc(C(F)(F)F)c1	6	6.5%	-13	3%	11	0.5	11	-1	-12
O=C(O)CCCNc1cc(N2CCN(C3CCCCC3)CC2)c2noc3c2c1C(=O)c1ccccc1-3	-5	1.3%	-3	-14%	0	-0.6	-2	0	1
Cc1cccc(CN2CCc3c(OCC(=O)N4CCCc5ccccc54)cccc3C2=O)c1	-1	-1.2%	3	5%	3	0.9	-2	-5	8
Cc1ccnc(SCC(=O)O)n1	-2	2.9%	5	-8%	0	1.3	6	-6	-5
COc1ccc(Cn2c(=O)[nH]c3cc(C(=O)Nc4ccccc4C)ccc32)cc1	-3	-0.5%	5	1%	14	0.9	25	-1	-9
CC(C)CC(NC(N)=O)C(=O)OCC(=O)Nc1ccc(OC(F)F)cc1 (stereo not given)	-1	2.0%	-9	-10%	3	-0.2	5	0	-2
On1nnc2cc(C(F)(F)F)ccc21	3	-2.4%	-16	-7%	4	0.1	14	1	-8
COC(=O)c1cc(C(=O)N2CCOCC2)cc([N+](=O)[O-])c1	-2	0.2%	19	-4%	0	0.3	9	2	13
COc1ccccc1C(=O)NCCC(=O)N1CCN(c2ccccc2O)CC1	5	1.1%	5	.	2	-0.7	1	9	-6
Cc1ccc(CN2CCN(C3CCN(C(=O)OC(C)(C)C)CC3)C(=O)C2=O)cc1	3	-2.0%	13	54%[activator]	-1	-1.5	11	1	-14
O=C(O)CCNS(=O)(=O)c1ccc2c(c1)Cc1ccccc1-2	-2	2.6%	-15	-16%	4	-0.9	2	2	-5
CCCSc1ncc(Cl)c(C(=O)Nc2c(C(=O)c3ccc(F)cc3)oc3ccccc23)n1	-9	1.3%	3	3%	0	0.6	0	-1	1
CN1CCN(S(=O)(=O)c2ccc(Nc3ccc(F)cc3)nc2)CC1	0	0.5%	-17	.	4	0.3	-2	-5	-12
COC(=O)C(C)N(C(=O)c1cccc2ccccc12)c1c(C)cccc1C (stereo not given)	-6	4.2%	-9	-23%	1	-0.7	3	-6	-3
Cc1ccc(C)c(N2CCN(C(=O)Cn3cnc4sc(C)c(S(=O)(=O)N5CCN(c6ncccn6)CC5)c4c3=O)CC2)c1	-1	-0.8%	-2	-17%	4	0.2	5	0	.

Assay outcomes from PubChem BioAssay.

An excerpt. The share of hits here may be higher or lower than overall.
